# SENP1 FRET inh – inhibitors of human SENP1 SUMO protease catalytic domain; Q9P0U3; recombinant SENP1 catalytic domain, CyPet-SUMO1-YPet FRET cleavage; inhibition, % at 10 µM; hit rate 0.21% among 360,000; AID 624204;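 active means inhibition at least 30% at 10 µM, raw YFP signal under a set limit, fluorescence ratio 0.5 to 1.5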;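 further: 0% = enzyme with DMSO and 100% = no enzyme wells; some results filed as inactive read as strong as hits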
# Target sequence (Q9P0U3 419-644 limits assumed): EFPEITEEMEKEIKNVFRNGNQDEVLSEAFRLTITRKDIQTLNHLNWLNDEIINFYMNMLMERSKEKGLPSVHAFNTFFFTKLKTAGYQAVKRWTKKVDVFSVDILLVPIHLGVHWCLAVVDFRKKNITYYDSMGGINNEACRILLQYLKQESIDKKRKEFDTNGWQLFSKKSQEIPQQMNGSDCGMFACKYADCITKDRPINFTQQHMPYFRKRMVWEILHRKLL
#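 Compound: 10 µM single point, 0.5% DMSO; Test system: hSENP1 catalytic domain, recombinant; Timing: 50 min reaction at room temperature; Technique: FRET, CFP and YFP emission; Control set: no-enzyme wells low, DMSO-plus-enzyme wells high control.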
# SENP8 block-1 – inhibitors of human SENP8 protease | Q96LD8 | AID 2540 | purified SENP8, Z-RLRGG-aminoluciferin cleavage, luminescence | hit rate 1.2% among 330,000 | inhibition, % at 10 µM; in the data active means inhibition above about 50%
# Target sequence (Q96LD8 whole entry, looked up): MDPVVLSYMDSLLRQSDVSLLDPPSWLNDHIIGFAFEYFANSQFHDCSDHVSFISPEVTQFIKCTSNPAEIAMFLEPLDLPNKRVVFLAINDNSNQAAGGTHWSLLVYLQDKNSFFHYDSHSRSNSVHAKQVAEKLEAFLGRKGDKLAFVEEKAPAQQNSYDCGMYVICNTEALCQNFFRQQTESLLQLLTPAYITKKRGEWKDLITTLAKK
# SENP7 block – inhibitors of human SENP7 protease | recombinant SENP7, Z-RLRGG-aminoluciferin luminescence, 40 min | inhibition, % at 5 µM | hit rate 1.5% among 330,000 | AID 434973;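 active means inhibition above about 50% at the single test dose, limit read from the data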;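 further: plate controls were DMSO with enzyme for no effect and no enzyme buffer wells for full effect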
# Target sequence (Q9BQF6 706-1050 limits assumed): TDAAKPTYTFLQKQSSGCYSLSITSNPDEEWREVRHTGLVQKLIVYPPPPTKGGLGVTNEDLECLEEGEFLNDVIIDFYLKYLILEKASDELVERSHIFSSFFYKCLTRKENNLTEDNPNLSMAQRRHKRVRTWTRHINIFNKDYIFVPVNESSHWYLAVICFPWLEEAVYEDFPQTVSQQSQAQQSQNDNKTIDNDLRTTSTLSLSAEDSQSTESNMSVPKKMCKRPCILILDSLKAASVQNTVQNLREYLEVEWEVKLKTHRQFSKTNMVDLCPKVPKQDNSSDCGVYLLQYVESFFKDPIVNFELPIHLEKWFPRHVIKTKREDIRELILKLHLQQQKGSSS
# HKDC1 inh – inhibitors of human hexokinase HKDC1; AID 493160; inhibition, % at 20 µM; Q2TB90; recombinant HKDC1, G6PDH/diaphorase resazurin coupled fluorescence; hit rate 0.16% among 340,000;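 active means inhibition above about 35% when tested at 20 µM, limit read from the data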;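 further: plate controls were DMSO wells with enzyme for no effect and DMSO wells lacking enzyme for full effect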
#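 Assay system – recombinant HKDC1 (HK5) hexokinase enzyme, produced in-house · Input – HKDC1 at 5 µg/mL · Reagent – glucose plus 1 mM ATP as hexokinase substrates · Timing – 90 min reaction incubation at room temperature, dark · Measured by – G6PDH/diaphorase-coupled fluorescence, 1 mM NADP, 100 µM resazurin, 525/613 nm · Benchmarks – DMSO-enzyme wells negative, buffer-substituted wells positive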
# SENP6 inh – inhibitors of human SENP6 protease; Recombinant SENP6 catalytic domain, aminoluciferin luminescence; inhibition, % at 10 µM; hit rate 1.8% among 330,000;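 active means inhibition above about 50% at the single tested dose, limit read from the data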;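 further: plate controls were DMSO wells with enzyme for no effect and DMSO wells lacking enzyme for full effect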
# Apaf-1 inh – human Apaf-1 inhibition; O14727; inhibition, % at 20 µM; AID 489030; hit rate 0.71% among 330,000; reconstituted apoptosome caspase-3 activity, DEVD-Rh110 fluorescence; active means inhibition of at least 40% at 20 µM;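 further: plate controls were DMSO wells for no effect and DEVD-CHO caspase inhibitor wells for full effect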
#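 System: Apoptosome proteins | Medium: Hepes pH 7.5 with detergent and BSA | Also added: Cytochrome c trigger plus (Z-DEVD)2-Rh110 caspase-3 substrate | Incubation: 30 min compound preincubation, 50 min activation, room temperature | Detection: Rhodamine 110 fluorescence at Ex 480/Em 540 nm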
# NALP3 yeast inh – blocks the NALP3 inflammasome reconstituted in yeast; Yeast reconstituted NLRP3/ASC/caspase-1, beta-gal luminescence, 24 h; inhibition, % at 10 µM; hit rate 0.39% among 330,000;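 active means inhibition of 50% or more; inactive means inhibition below 50%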;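 further: plate controls were induced DMSO wells for no effect and uninduced yeast grown without galactose for full effect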
# SENP8 block-2 – blocks human SENP8 cleavage of Nedd8 substrate; Q96LD8; recombinant SENP8, Nedd8 substrate fluorescence; inhibition, % at 20 µM; hit rate 0.64% among 360,000; AID 602440; in the data active means inhibition mostly above about 40%, no sharp cut-off; inactive means mostly below about 27%
# PfG6PD inh – PfG6PD (Plasmodium falciparum) enzyme inhibition. hit rate 0.78% among 350,000. PfGluPho enzyme, NADPH resazurin-diaphorase fluorescence. inhibition, % at 20 µM;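 active means inhibition reaching at least a set limit at 20 µM in the primary screen, cut at about 59% in these data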;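 further: 0% = DMSO wells with substrate and 100% = DMSO wells lacking glucose-6-phosphate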
# Active calls of the source: *; i = inactive; nt = no result given.
SMILES,SENP1 FRET inh,SENP8 block-1,SENP7 block,HKDC1 inh,SENP6 inh,Apaf-1 inh,NALP3 yeast inh,SENP8 block-2,PfG6PD inh
N#C/C(=C/c1ccc(N2CCCC2)c([N+](=O)[O-])c1)c1nc2ccccc2[nH]1,-52,-6,7,1,8,11,24,-23,-12
CCOC(=O)N1CCC(N2CC34C=CC(O3)C(C(=O)Nc3ccc(C(C)C)cc3)C4C2=O)CC1 (stereo not given),1,0,-6,-2,1,-6,-9,7,-12
Cc1ccc(CNS(=O)(=O)c2cn(C)c(=O)n(C)c2=O)cc1,1,-9,-15,-5,-20,-21,11,2,11
CCc1onc(C)c1C(=O)Nc1ccc2c(c1)OCO2,1,-3,5,-8,-5,-5,19,3,12
CC(=O)C1=C(O)C(=O)N(c2ccccn2)C1c1ccc(Cl)cc1 (stereo not given),-6,5,9,-3,-6,-3,2,-29,0
CC(C)c1nc(SCC(=O)Nc2cccc(S(N)(=O)=O)c2)n[nH]1,-1,5,4,-6,6,-17,12,11,-21
O=S(=O)([N-]c1nc2ccccc2nc1-[n+]1ccc(-c2ccncc2)cc1)c1ccccc1,-24,1,-3,-1,-11,-8,7,10,13
O=C(c1noc2c1CCCC2)N1CCCC(N2CCN(c3ccccc3F)CC2)C1 (stereo not given),2,-1,7,-7,9,6,-2,4,9
CCC(=O)Nc1cccc(-n2nnnc2SCC(=O)NCc2ccco2)c1,1,6,7,-1,-12,0,18,10,-10
COc1ccc(N(C(=O)c2snc(C(N)=O)c2N)C(C(=O)NCc2ccccc2)c2ccc(F)cc2)c(OC)c1 (stereo not given),-23,-3,-3,5,-26,4,10,-292,-18
COc1ccc(Cl)cc1NC(=O)CN(C)C(=O)COc1ccccc1F,0,-8,-5,1,-14,13,3,4,23
O=C1Nc2ccccc2O/C1=C\c1c(F)cccc1Cl,1,-1,-4,-2,-16,0,37,-279,11
O=C1c2ccccc2C(=O)C1Cc1cccc2ccccc12,1,-2,-8,23,-14,13,24,32,8
O=C(COc1cc(Cl)ccc1Cl)Nc1ccc2c(c1)CCC2,-2,-7,-1,-10,-5,5,-1,16,-6
CC(NC(=O)C(=O)NCCc1c[nH]c2ccccc12)c1ccccc1 (stereo not given),2,7,0,-6,-3,9,14,20,17
O=C(CN1CCN(S(=O)(=O)c2ccc(F)cc2)CC1)NCC1(N2CCOCC2)CCCCC1,0,4,7,4,14,5,10,8,-2
CCc1cccc(CC)c1NC(=O)COC(=O)Cc1ccsc1,3,-15,-11,-4,-13,-3,15,9,9
Cc1c(C(=O)N(Cc2ccccc2)C(C)C)oc2ccc(S(=O)(=O)N3CCOCC3)cc12,2,2,-3,-2,8,1,2,6,11
c1ccc(-c2nnc(N3CCN(c4ccccn4)CC3)c3ccccc23)cc1,-1,2,5,11,7,31,-23,4,19
CNC(=O)COC(=O)/C=C/c1cccc(F)c1,4,-1,-2,-5,1,2,22,3,-9
C=CCOC(=O)C1=C[C@H](C2CC2)[C@@H](CCCO)[C@H](OCC)O1,0,-10,8,-1,-19,1,15,15,15
CCOCCCn1c(SCc2ccccc2)nnc1-c1ccncc1,-8,-1,-5,-7,-8,-3,17,3,8
O=C(C1=C[C@H](C2CCCCC2)C[C@H](OCc2ccc(CO)cc2)O1)N1CCOCC1,-1,-5,-4,-5,-6,10,6,9,-4
C/C=C/c1ccc(OCCOCCNCc2ccccc2)c(OC)c1,0,-2,7,-3,13,15,27,6,-2
CN(Cc1ccco1)C(=O)c1ccc(OC2CCN(Cc3ccccn3)CC2)cc1,-8,5,-4,-7,9,9,12,6,1
CNC(=S)NCCc1ccc(OC)c(OC)c1,1,-3,-2,14,-11,-1,4,8,1
Cc1cccc(C(=O)Nc2cccc(OC(=O)c3cccc(C)c3)c2)c1,2,5,4,-3,16,1,14,25,15
COc1ccc(S(=O)(=O)N2CCC(C(=O)NC3CC3)CC2)cc1,2,-7,-14,-4,-6,6,8,3,5
COC(=O)N/N=C/c1cn(Cc2ccc(F)cc2)c2ccccc12,-1,-3,6,2,-12,3,15,7,-6
COc1cccc(Nc2nc(-c3ccccc3)nc3ccccc23)c1,1,1,-2,-4,0,14,13,-284,23
CCOC(=O)C1=C(COc2ccc(F)cc2Cl)NC(=O)NC1c1cc(C)ccc1C (stereo not given),0,1,-8,4,11,21,12,9,-6
Cc1ccc(NC(=O)[C@@H](CC(C)C)NC(=O)[C@@H]2Cc3ccccc3CN2)cc1,-3,-1,17,-2,-2,4,13,10,-2
COc1cccc(NC(=O)C2CCCCC2)c1,2,2,-5,-4,-18,7,-2,3,-5
CCCN(CCC)CCNC(=O)C1CC(=O)N(c2ccc(OC)cc2)C1c1ccc(OC)cc1 (stereo not given),0,2,-2,5,8,-1,-7,22,2
COc1ccc(CNC(=O)COC(=O)CCOc2ccc(C)cc2)cc1OC,2,1,7,0,-3,1,7,10,4
CN1CCSc2ccc(C(=O)NCc3cccc(F)c3)cc21,-6,1,3,2,-6,2,16,-442,69*
Cc1nn(CC(=O)NC2CCCC2)c(C)c1[N+](=O)[O-],2,-4,-6,1,4,1,5,2,9
Cc1cc(NC(=O)CNC(=O)C2CCCCC2)no1,1,-2,5,-6,3,-26,3,10,-5
COc1cccc(CNC(=O)COC(=O)c2ccc(Cl)s2)c1,2,-20,-9,4,-17,13,10,11,-14
O=C(CCC(=O)OCc1ccc(C(=O)Oc2ccccc2)cc1)Nc1cccc2ccccc12,1,-17,-9,-6,-17,23,13,36,7

# Among those listed so far, these have a nitro group on carbon.
SMILES,SENP1 FRET inh,SENP8 block-1,SENP7 block,HKDC1 inh,SENP6 inh,Apaf-1 inh,NALP3 yeast inh,SENP8 block-2,PfG6PD inh
N#C/C(=C/c1ccc(N2CCCC2)c([N+](=O)[O-])c1)c1nc2ccccc2[nH]1,-52,-6,7,1,8,11,24,-23,-12
Cc1nn(CC(=O)NC2CCCC2)c(C)c1[N+](=O)[O-],2,-4,-6,1,4,1,5,2,9

# (next part)
SMILES,SENP1 FRET inh,SENP8 block-1,SENP7 block,HKDC1 inh,SENP6 inh,Apaf-1 inh,NALP3 yeast inh,SENP8 block-2,PfG6PD inh
O=C(NCC1CCCO1)C1CCN(C2CCN(C(=O)C3CCCCC3)CC2)CC1 (stereo not given),-7,-1,-2,2,-5,0,7,9,-15
CC(NC(=O)Cn1cc2c(n1)CCCCC2)c1ccccc1 (stereo not given),0,-3,1,1,6,-2,23,7,-3
Cc1cc(C)n(S(=O)(=O)c2ccccc2)n1,0,0,5,-5,2,-18,-20,16,-9
C[C@@H](NCCc1ccc(O)cc1)[C@@H](O)c1ccc(O)cc1,0,-4,0,0,-6,-6,-4,4,-4
COC(=O)C(C(=O)OC)C(CC(=O)c1ccc(Br)cc1)c1ccccc1 (stereo not given),2,nt,nt,-1,nt,nt,nt,29,-9
COC(=O)[C@H](CCSC)NC(=O)N1CCC(C)CC1,2,0,-3,-7,0,-16,-14,22,-4
COc1cc(S(=O)(=O)NC2CCCC2)ccc1Cl,1,-2,-3,-6,-9,11,0,30,-31
CCOC(=O)N1CCN(CCC(=O)c2ccc(Br)cc2)CC1,0,1,-3,-1,-1,-2,12,12,29
COc1ccc(Cn2c(C(C)C)nc3sc4ccccc4c(=O)c3c2=O)cc1,-2,2,-5,7,1,10,9,20,6
O=C1CC(c2ccccc2)Oc2cc(O)cc(O)c21 (stereo not given),1,36,17,-2,26,18,7,2,-11
Cc1ccc(NCc2nnc(SCCN3CCCCC3)n2CC2CCCO2)cc1Cl (stereo not given),2,3,15,0,0,2,3,10,-3
CS(=O)(=O)Nc1cccc(C2=NN(S(=O)(=O)c3ccc(F)cc3)C(c3cccs3)C2)c1 (stereo not given),-15,5,2,18,4,0,1,16,-30
O=C(c1cccc([N+](=O)[O-])c1)N1CCN(S(=O)(=O)N2CCCCC2)CC1,1,-6,7,-3,9,-1,18,15,1
CC1CCN(CC(=O)Nc2ccc(S(=O)(=O)NC3CC3)cc2)CC1,1,0,2,-2,7,-3,3,9,-5
C/C(=N\NC(=O)c1nonc1N)c1cccs1,1,-8,12,-9,22,0,7,17,-10
O=C(Cn1cc2c(n1)CCCC2)NCc1cccs1,1,1,-1,-3,8,0,15,14,-5
O=C(COc1cc2oc(=O)c3c(c2cc1Cl)CCC3)NCCCn1ccnc1,1,2,4,-1,-9,15,-12,-67,-4
COc1ccc2oc(-c3ccccc3)c(C(=O)N3CCOCC3)c2c1,3,-4,4,-3,-9,-8,11,i,2
Cc1nn(CC(=O)N2CCc3ccccc32)c(C)c1S(=O)(=O)NC(C)(C)C,2,8,1,6,-2,-57,21,14,2

# Molecules from the list above with an aryl thioether with sulfur outside any ring (four):
SMILES,SENP1 FRET inh,SENP8 block-1,SENP7 block,HKDC1 inh,SENP6 inh,Apaf-1 inh,NALP3 yeast inh,SENP8 block-2,PfG6PD inh
CC(C)c1nc(SCC(=O)Nc2cccc(S(N)(=O)=O)c2)n[nH]1,-1,5,4,-6,6,-17,12,11,-21
CCC(=O)Nc1cccc(-n2nnnc2SCC(=O)NCc2ccco2)c1,1,6,7,-1,-12,0,18,10,-10
CCOCCCn1c(SCc2ccccc2)nnc1-c1ccncc1,-8,-1,-5,-7,-8,-3,17,3,8
Cc1ccc(NCc2nnc(SCCN3CCCCC3)n2CC2CCCO2)cc1Cl (stereo not given),2,3,15,0,0,2,3,10,-3
